RPL19A TOR yeast – modulators of TOR pathway RPL19A-GFP in S. cerevisiae | S. cerevisiae RPL19A-GFP strain, flow cytometry, 3 h; active compounds read low | AID 2025 | 0.3% of 330,000 active | percent response vs DMSO, % at 10 µM;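 active = percent response vs DMSO below 50%; inconclusive = fewer than 70 events counted for the yeast strain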;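 note: median channel GFP fluorescence of the barcoded RPL19A-GFP strain; ratio of sample median GFP to plate DMSO average so 100% = DMSO; lower means less RPL19A-GFP as with rapamycin TOR inhibition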
CIT2 TOR yeast – modulators of TOR pathway CIT2-GFP in S. cerevisiae. S. cerevisiae CIT2-GFP strain, flow cytometry, 3 h; 100 means same as DMSO wells. GFP response vs DMSO, % at 10 µM. 0.065% of 320,000 active. AID 2029;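 active = GFP response relative to DMSO above a set limit, near the screen mean plus 3 SD, cut at about 150% in these data; inconclusive = Fewer than 70 cells measured for a yeast strain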;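 note: ratio of well median GFP fluorescence to mean of DMSO wells on the plate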
VLA-4 inh – inhibition in a human VLA-4 binding assay; P13612; VLA-4 expressing cells, ligand binding flow cytometry; inhibition, % (about 7 µM as worked out from the volumes in the protocol); 0.2% of 330,000 active; AID 2557; in the data active = inhibition above about 50%
LAP4 TOR yeast – modulators of TOR pathway LAP4-GFP in S. cerevisiae; S. cerevisiae LAP4-GFP multiplex, flow cytometry GFP, 3 h; median GFP as percent of DMSO wells; GFP response vs DMSO, % at 10 µM; 0.34% of 320,000 active;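 active = GFP response vs DMSO above a set limit, about the screen mean plus 3 SD, cut at about 150% in these data; inconclusive = under 70 cell events counted for the yeast strain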
GRK2 inh – human GRK2 inhibition via aptamer displacement; bead flow cytometry, FAM-aptamer displacement from GRK2; inhibition of aptamer binding, % at 10 µM; P25098; 0.59% of 330,000 active;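 active = inhibition of aptamer binding above 40%, roughly 3 SD of noise, on plates passing a quality check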;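 note: median bead fluorescence of bound FAM aptamer so fluorescent compounds give negative values; no value below 0 was filed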
MEP2-GFP yeast – yeast TOR pathway MEP2-GFP modulation | 0.51% of 330,000 active | AID 2016 | S. cerevisiae MEP2-GFP strain, flow cytometry GFP, 3 h; 100% = DMSO control level | GFP response vs DMSO, % at 10 µM;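 active = GFP response versus DMSO above a set limit, roughly screen mean plus 3 SD, cut at about 180% in these data; inconclusive = fewer than 70 cells counted for a yeast strain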;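 note: median GFP fluorescence of the barcode-gated MEP2-GFP cells per well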
AGP1 TOR yeast – modulators of TOR pathway AGP1-GFP in S. cerevisiae. GFP response vs DMSO, % at 10 µM. AID 2066. S. cerevisiae AGP1-GFP multiplex flow cytometry, 3 h; GFP as percent of DMSO wells. 0.02% of 320,000 active;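 active = GFP response relative to DMSO above a set limit, near screen average plus 3 SD, cut at about 150% in these data; inconclusive = fewer than 70 cells counted for the yeast strain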;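 note: median GFP channel fluorescence of the gated AGP1 strain per well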
GASC-1 inh – blocks human GASC-1 demethylase activity; Q9H3R0; GST-JMJD2C(1-420) H3K9me3 demethylation, DELFIA europium; inhibition, % at 2.35 µM; 0.069% of 330,000 active;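 active = more than half of a compound's replicate wells show inhibition beyond 50%, single wells judged on their own value; inconclusive = some, but no more than half, of replicates pass 50% inhibition; inactive = no replicate passes 50% inhibition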;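 note: signal counts dimethyl H3K9 product captured on neutravidin plate; 0% = median of DMSO wells and 100% = 0.3 times that DMSO median; strong numbers were not always called active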
Target sequence (Q9H3R0 1-420 limits assumed): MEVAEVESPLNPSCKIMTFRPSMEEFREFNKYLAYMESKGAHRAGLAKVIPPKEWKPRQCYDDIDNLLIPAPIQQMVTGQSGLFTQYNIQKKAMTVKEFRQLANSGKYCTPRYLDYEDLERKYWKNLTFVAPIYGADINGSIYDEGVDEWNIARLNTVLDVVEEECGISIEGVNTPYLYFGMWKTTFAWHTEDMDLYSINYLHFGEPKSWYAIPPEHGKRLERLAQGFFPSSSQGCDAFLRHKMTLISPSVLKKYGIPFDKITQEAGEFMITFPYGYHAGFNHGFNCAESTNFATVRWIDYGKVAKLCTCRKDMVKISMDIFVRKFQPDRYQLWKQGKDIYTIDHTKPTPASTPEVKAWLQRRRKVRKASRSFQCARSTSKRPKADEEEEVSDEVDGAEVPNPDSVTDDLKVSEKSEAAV
* hit, by the source's call; ? = inconclusive; / = not tested or not shown. Not a hit list; overall some 1.7% were active at least once.

#	RPL19A TOR yeast	CIT2 TOR yeast	VLA-4 inh	canonical_smiles	LAP4 TOR yeast	GRK2 inh	MEP2-GFP yeast	AGP1 TOR yeast	GASC-1 inh
1	96	89	-67	CC1CC(C)(C)CC2(C1)NC(=O)N(CC(=O)Nc1cc([N+](=O)[O-])ccc1F)C2=O (stereo not drawn)	106	1	94	95	-5
2	106	98	36	CCOc1ccccc1-c1nc(C(N)=O)c2[nH]c(=O)n(-c3ccc(F)cc3)c2n1	94	13	99	93	-4
3	99	101	13	COC(=O)CSc1nnc(Cc2cc(=O)[nH]c(=O)[nH]2)n1-c1cccc(OC)c1	108	1	99	102	-11
4	95	102	-5	COCCN1C=C(C(=O)OC)C(c2ccc(OC)c(OC)c2)C(C(=O)OC)=C1	101	0	108	96	-8
5	102	96	-5	Cc1[nH]c2c(C)cccc2c1CCNS(=O)(=O)c1cccc([N+](=O)[O-])c1	103	0	101	102	-2
6	105	105	12	CCCn1c(N)c(N(CCOC)C(=O)CSCC(=O)Nc2cccc(C)c2)c(=O)[nH]c1=O	104	0	106	115	-8
7	99	98	18	N#Cc1cnn2c(C(F)(F)F)c3c(nc12)CCCC3	90	4	106	102	-8
8	100	95	37	CN1CCN(C2Cc3ccc(F)cc3Sc3cc(F)c(Cl)cc32)CC1 (stereo not drawn)	104	0	103	106	5
9	102	99	-6	COc1ccc(NC(=O)c2cc(S(=O)(=O)NCC3COc4ccccc4O3)ccc2F)cc1 (stereo not drawn)	106	0	100	100	-1
10	106	131	7	COc1ccc(CCNC(=O)CS(=O)(=O)Cc2nc(-c3ccccc3Cl)oc2C)cc1OC	106	66*	101	112	5
11	100	106	-1	COc1ccc(-n2nnc3c(=O)n(Cc4ccccc4C)cnc32)cc1	98	0	100	97	44
12	101	107	-1	O=C(NNC(=O)C1CCCO1)c1ccc(Cl)cc1 (stereo not drawn)	113	1	101	105	-1
13	100	94	25	N#C/C(=C(/O)c1ccc(Br)s1)c1nc2ccccc2[nH]1	102	2	107	92	12
14	102	95	9	CN(Cc1ccccc1O)CC1CCCN(CCc2ccc(Cl)cc2)C1 (stereo not drawn)	89	0	104	47	-6
15	104	114	5	O=C(Nc1ccccc1SCC1CSc2nc3ccccc3c(=O)n21)c1ccccc1Cl (stereo not drawn)	104	1	98	103	2
16	99	97	30	CC(C)C[C@H](NC(=O)N1CC(=O)Nc2ccccc21)C(=O)N[C@H](Cc1ccccc1)C(=O)O	103	0	106	100	?
17	103	109	5	N#Cc1c(NC(=O)CCCC(=O)O)sc2c1CCCCC2	93	0	104	101	6
18	117	111	15	O=C(CSc1nnc(NC(=O)c2c(F)cccc2F)s1)NCc1ccccc1	111	0	114	112	2
19	101	111	5	CC(C)NC(=O)C1CCN(Cc2cnn(-c3ccccc3)c2-n2cccc2)CC1	112	3	102	106	3
20	97	105	-26	CN(C)S(=O)(=O)c1ccc(Oc2ccc(S(=O)(=O)N(C)C)cc2)cc1	86	1	92	95	1

Two records drawn at random from those above:
#	RPL19A TOR yeast	CIT2 TOR yeast	VLA-4 inh	canonical_smiles	LAP4 TOR yeast	GRK2 inh	MEP2-GFP yeast	AGP1 TOR yeast	GASC-1 inh
4	95	102	-5	COCCN1C=C(C(=O)OC)C(c2ccc(OC)c(OC)c2)C(C(=O)OC)=C1	101	0	108	96	-8
11	100	106	-1	COc1ccc(-n2nnc3c(=O)n(Cc4ccccc4C)cnc32)cc1	98	0	100	97	44

Going on with the list.
#	RPL19A TOR yeast	CIT2 TOR yeast	VLA-4 inh	canonical_smiles	LAP4 TOR yeast	GRK2 inh	MEP2-GFP yeast	AGP1 TOR yeast	GASC-1 inh
21	96	108	-5	COc1ccc(OC)c(NC(=O)CN(c2ccc(C)cc2)S(=O)(=O)c2c(C)n[nH]c2C)c1	107	0	98	100	-8
22	103	105	5	COc1ccc(N(CC(=O)NC2CCCCC2)C(=O)CCC(=O)Nc2nc(C)cs2)cc1OC	94	0	104	103	-18
23	98	97	-7	Cc1c(Cl)c(C(=O)NC2CCCC2)nn1C	101	0	100	100	0
24	104	109	16	NC(CCC(=O)O)C12CC3CC(CC(C3)C1)C2 (stereo not drawn)	99	3	103	116	-7
25	95	93	24	CC(=O)Nc1ccc(NC(=O)COC(=O)C2CCCCC2)cc1	106	0	98	103	5
26	100	100	4	COc1ccc(-c2nnc(SCc3ccc(C(=O)O)cc3)n2C)cc1OC	99	0	98	96	-12
27	96	92	-9	O=C(Cn1cc2c(n1)CCCC2)Nc1cc(-c2cccc(Cl)c2)no1	119	0	111	100	2
28	99	98	-2	COc1ccc(-n2nnc3c(=O)n(CC(=O)N4CCCCC4)cnc32)cc1	110	1	100	94	-13
29	96	88	-1	Cc1cccc(C)c1OCC(=O)Nc1cccc(NC(=O)c2ccco2)c1	113	0	99	103	1
30	91	84	-17	CCOC(=O)c1sc2nc(-c3ccco3)c3c(c2c1N)CC(C)(C)OC3	103	3	94	73	7
31	101	102	-24	NC(=O)NCC(=O)N1CCN(S(=O)(=O)c2ccc(Cl)s2)CC1	105	5	104	103	/
32	95	97	10	Cc1cccc(OCC(=O)N/N=C\c2cc3c(cc2[N+](=O)[O-])OCO3)c1C	94	0	102	103	5
33	90	87	-1	CCOc1ccccc1N1CC(C(=O)N2CCN(Cc3ccc(C#N)cc3)CC2)CC1=O (stereo not drawn)	93	0	100	84	-14
34	105	113	-1	Cc1nnc(SCC(=O)NC2CCCC2)s1	111	0	108	113	7
35	106	109	6	COc1ccc(S(=O)(=O)N2Cc3ccccc3CC2C(=O)N2CCOCC2)cc1 (stereo not drawn)	104	2	109	103	-1
36	96	90	-1	COc1ccccc1CN(C)C(=O)c1cc(-c2cccs2)nc2ccccc12	97	0	94	91	-2
37	96	103	1	Clc1ccc(OCCN2CCOCC2)cc1	98	0	104	102	16
38	101	98	4	CCOc1ccc(C2CC(c3cccc(C)c3)n3ncnc3N2)cc1 (stereo not drawn)	98	5	98	106	4
39	95	78	-1	C=CC[C@@H](CC(=O)N[C@H](CO)Cc1ccccc1)C(=O)N[C@H](COC(=O)[C@@H](CC=C)Cc1ccc(F)cc1)Cc1c[nH]c2ccccc12	90	0	95	99	4
40	98	103	0	CC(C)(C)NS(=O)(=O)c1ccc(C(=O)Nc2ccc3c(c2)OCO3)cc1	114	0	112	105	-2

Some of the entries so far, in transposed form:
21. COc1ccc(OC)c(NC(=O)CN(c2ccc(C)cc2)S(=O)(=O)c2c(C)n[nH]c2C)c1
22. COc1ccc(N(CC(=O)NC2CCCCC2)C(=O)CCC(=O)Nc2nc(C)cs2)cc1OC
23. Cc1c(Cl)c(C(=O)NC2CCCC2)nn1C
24. NC(CCC(=O)O)C12CC3CC(CC(C3)C1)C2 (stereo not drawn)
25. CC(=O)Nc1ccc(NC(=O)COC(=O)C2CCCCC2)cc1
26. COc1ccc(-c2nnc(SCc3ccc(C(=O)O)cc3)n2C)cc1OC
27. O=C(Cn1cc2c(n1)CCCC2)Nc1cc(-c2cccc(Cl)c2)no1
28. COc1ccc(-n2nnc3c(=O)n(CC(=O)N4CCCCC4)cnc32)cc1

Assay by compound	21	22	23	24	25	26	27	28
RPL19A TOR yeast	96	103	98	104	95	100	96	99
CIT2 TOR yeast	108	105	97	109	93	100	92	98
VLA-4 inh	-5	5	-7	16	24	4	-9	-2
LAP4 TOR yeast	107	94	101	99	106	99	119	110
GRK2 inh	0	0	0	3	0	0	0	1
MEP2-GFP yeast	98	104	100	103	98	98	111	100
AGP1 TOR yeast	100	103	100	116	103	96	100	94
GASC-1 inh	-8	-18	0	-7	5	-12	2	-13

29. Cc1cccc(C)c1OCC(=O)Nc1cccc(NC(=O)c2ccco2)c1
30. CCOC(=O)c1sc2nc(-c3ccco3)c3c(c2c1N)CC(C)(C)OC3
31. NC(=O)NCC(=O)N1CCN(S(=O)(=O)c2ccc(Cl)s2)CC1
32. Cc1cccc(OCC(=O)N/N=C\c2cc3c(cc2[N+](=O)[O-])OCO3)c1C
33. CCOc1ccccc1N1CC(C(=O)N2CCN(Cc3ccc(C#N)cc3)CC2)CC1=O (stereo not drawn)
34. Cc1nnc(SCC(=O)NC2CCCC2)s1
35. COc1ccc(S(=O)(=O)N2Cc3ccccc3CC2C(=O)N2CCOCC2)cc1 (stereo not drawn)
36. COc1ccccc1CN(C)C(=O)c1cc(-c2cccs2)nc2ccccc12

Assay by compound	29	30	31	32	33	34	35	36
RPL19A TOR yeast	96	91	101	95	90	105	106	96
CIT2 TOR yeast	88	84	102	97	87	113	109	90
VLA-4 inh	-1	-17	-24	10	-1	-1	6	-1
LAP4 TOR yeast	113	103	105	94	93	111	104	97
GRK2 inh	0	3	5	0	0	0	2	0
MEP2-GFP yeast	99	94	104	102	100	108	109	94
AGP1 TOR yeast	103	73	103	103	84	113	103	91
GASC-1 inh	1	7	/	5	-14	7	-1	-2

37. Clc1ccc(OCCN2CCOCC2)cc1

Assay by compound	37
RPL19A TOR yeast	96
CIT2 TOR yeast	103
VLA-4 inh	1
LAP4 TOR yeast	98
GRK2 inh	0
MEP2-GFP yeast	104
AGP1 TOR yeast	102
GASC-1 inh	16

Further results
#	RPL19A TOR yeast	CIT2 TOR yeast	VLA-4 inh	canonical_smiles	LAP4 TOR yeast	GRK2 inh	MEP2-GFP yeast	AGP1 TOR yeast	GASC-1 inh
41	96	95	0	O=c1c2cn[nH]c2[nH]c(=S)n1-c1ccccc1Cl	100	0	98	98	11
42	98	99	24	CS(=O)(=O)N1CCN(c2nc3ccc(Cl)cc3s2)CC1	102	4	99	99	-9
43	96	103	3	COc1ccc(N2C(=O)CC(Sc3nc(C)c4c(n3)CCCC4)C2=O)cc1 (stereo not drawn)	103	6	109	100	6
44	95	99	13	O=C(Nc1nccs1)c1ccc(Cl)cc1[N+](=O)[O-]	96	2	97	92	5
45	100	91	7	CCC1=NN2C(=N)/C(=C\c3cccn3-c3ccc(C)cc3C)C(=O)N=C2S1	92	4	94	97	12
46	102	101	-1	COCc1cc(C)nc(OCC(=O)N/N=C/c2ccc(OC)c(O)c2)c1C#N	95	0	105	98	-6
47	92	100	18	Cc1ccc(S(=O)(=O)N(C)C)cc1NC(=O)C(C)OC(=O)C1CCCC1 (stereo not drawn)	109	0	97	106	2
48	95	95	-3	COc1ccc2cc3cc(C(=O)NCCc4ccc(OC)c(OC)c4)oc3nc2c1	102	1	102	102	4
